Assay outcomes: PubChem, Sanford-Burnham Center for Chemical Genomics
HT1080 viability – cytotoxicity in HT1080 fibrosarcoma cells, cell-based, fluorescence readout (AID 620) | HT1080 viability, fluorescence; higher % means a stronger effect | cytotoxicity, % at 10 µM, or EC50 in µM where a hit was titrated | hit rate 0.42% among 87,000; in the data active = cytotoxicity above about 50%;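 note: cells exposed to compound overnight then 4 h with Alamar Blue; 0% = vehicle DMSO and 100% = killing control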
* hit, by the source's call. These rows are one share of the data; the hit share may differ from the screen's.

`CCOc1ccc(S(=O)(=O)N2CCCCCC2)c2ccccc12` gave HT1080 viability -8%.
